# TNAP inh Pi – human TNAP enzyme inhibitors, primary screen, biochemical, colorimetric, phosphate release readout; Alkaline phosphatase, tissue-nonspecific isozyme (Homo sapiens), P05186; purified TNAP, pNPP, malachite green phosphate absorbance; inhibition, % at 20 µM; 21,000 tested, under 10 active; AID 614, 2007
# Target sequence (P05186 whole entry, looked up): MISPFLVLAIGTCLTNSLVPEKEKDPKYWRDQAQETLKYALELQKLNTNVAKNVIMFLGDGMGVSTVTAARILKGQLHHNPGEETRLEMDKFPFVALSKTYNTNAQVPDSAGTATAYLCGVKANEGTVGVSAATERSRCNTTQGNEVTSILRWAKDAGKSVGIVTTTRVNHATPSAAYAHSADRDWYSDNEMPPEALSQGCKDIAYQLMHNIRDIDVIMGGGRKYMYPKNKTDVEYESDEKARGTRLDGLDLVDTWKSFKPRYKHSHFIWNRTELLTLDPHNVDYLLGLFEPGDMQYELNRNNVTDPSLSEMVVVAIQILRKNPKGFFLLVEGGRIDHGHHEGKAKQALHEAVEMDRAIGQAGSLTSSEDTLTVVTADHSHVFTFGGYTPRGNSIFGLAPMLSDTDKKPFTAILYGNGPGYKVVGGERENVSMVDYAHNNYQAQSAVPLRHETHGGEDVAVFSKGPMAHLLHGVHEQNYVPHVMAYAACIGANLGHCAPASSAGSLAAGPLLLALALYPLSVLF
# TNAP pNPP inh – human TNAP enzyme inhibitors, primary screen, biochemical, colorimetric, p-nitrophenol readout | Alkaline phosphatase, tissue-nonspecific isozyme (Homo sapiens), P05186 | purified TNAP, pNPP hydrolysis, absorbance 405 nm | inhibition, % at 20 µM | 21,000 tested, under 10 active | AID 615, 2007;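 note: 0% = DMSO only wells and 100% = 1 mM levamisole wells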
# * = called active by the depositor.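 Rule for the calls: active = inhibition above 50% at the 20 µM single-dose screen; inactive = the rest.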 These rows are one share of the data; the hit share may differ from the screen's.
TNAP inh Pi	TNAP pNPP inh	compound
1	9	COC(=O)c1ccc(C(=O)OC)c(NS(C)(=O)=O)c1
0	0	Cc1ccccc1NS(=O)(=O)c1ccc(C2CNC(=O)C2)cc1 (stereo not given)
5	2	Cc1ccc(S(=O)(=O)N2CCN(C(=O)CN3CCCC3)C2)cc1
11	2	COCCCN1C(=O)C(=O)/C(=C(/O)c2ccc(OC)cc2)C1c1cccc(OC)c1 (stereo not given)
6	-1	CCc1ccc2oc(-c3cc(N=Cc4cccc(OC)c4O)ccc3O)nc2c1
14	-1	N#Cc1c(-c2ccco2)nc(NCC2CCCO2)[nH]c1=O (stereo not given)
7	4	NC(N)=NC(N)=NCCc1ccccc1
17	2	COc1cccc(C(C(=O)NC(C)(C)C)N(C(=O)CCC(=O)Nc2cc(C)on2)C2CC2)c1OC (stereo not given)
-7	-10	Cc1cc(C)n(C(=O)c2ccc(S(=O)(=O)N3CCCC3)cc2)n1
11	2	CC(CN1CCOCC1)OC(=O)c1ccc2c(c1)OCCO2 (stereo not given)
9	5	CC1CCN(CCCn2c(=S)[nH]c3ccccc3c2=O)CC1
14	2	CCn1c(=O)c(C(=O)NCCNCCO)c(O)c2ccccc21
-2	-4	Cc1ccc(S(=O)(=O)c2cc3c(=O)n4cccc(C)c4nc3n(CC3CCCO3)c2=N)cc1 (stereo not given)
4	0	Cc1cc(C)n(C(=O)CNC(=O)CCc2ccccc2)n1
-16	-1	Cc1nc2ccccc2cc1O
9	4	CC(=O)OCC(=O)[C@H]1CC[C@H]2[C@@H]3CC=C4C[C@@H](O)CC[C@]4(C)[C@H]3CC[C@]12C
6	2	CCOC(=O)CNC(=O)COc1ccc(Cl)cc1Br
7	0	O=C1CC(SCCO)C(=O)N1c1ccc(Oc2ccccc2)cc1 (stereo not given)
5	0	Cc1nc(-c2ccc(C(=O)O)cc2)cs1
-4	6	O=c1cc(-c2ccco2)nc(-c2cccs2)o1
15	0	Cc1cc(C)n(-c2nnc3n2N=C(c2ccccc2)CS3)n1
5	-2	Cc1cnc(-c2nnc(N(C)C(=O)C3CCCO3)s2)cn1 (stereo not given)
6	2	Cc1noc(C)c1COC(=O)c1cc2c3ccccc3n(C)c2s1
5	0	CCn1c(NCc2cccs2)nc2ccccc21
15	5	COCCNS(=O)(=O)c1ccc(SC)cc1
0	0	CCCCN(CC)C(=O)c1cccc(Cl)c1
-1	-7	c1ccc(NC2=Nc3ccccc3CS2)cc1
3	1	CC(C)CC(=O)N=C1SC2CS(=O)(=O)CC2N1CCc1ccccc1 (stereo not given)
6	5	Cc1ccc(C(=O)NCC(C)(C)O)cc1
7	0	O=c1c2[nH]c3ccc(F)cc3c2ncn1CCCN1CCOCC1
13	4	COc1cc(C(=O)N(CCCO)Cc2cc3ccc(C)c(C)c3[nH]c2=O)cc(OC)c1OC
-22	0	OCCN(CCO)c1nc(N2CCCCC2)c2nc(N(CCO)CCO)nc(N3CCCCC3)c2n1
13	3	CCOC(=O)Cn1c(=O)c2c(nc3n2CCCCN3c2ccc(OCC)cc2)n(C)c1=O
9	5	COC(=O)C1=C(C)N=C2SC(C)C(=O)N2C1/C=C/c1ccccc1OC (stereo not given)
1	-2	CCCCCCC(=O)Nc1ccc(Cl)cn1
-3	6	Nc1nc2c(ncn2COCCO)c(=O)[nH]1
0	0	COC(=O)c1ccc(CN(C(C)=O)c2ccccc2)o1
13	5	COCCN1CCn2c(nc3cc(NC(=O)c4ccc(OC)cc4)ccc32)C1
7	-1	CCCCn1c(C(C)O)nc2ccccc21 (stereo not given)
3	0	NC(=O)CNC(=O)C1CCCc2c1[nH]c1ccc(Cl)cc21 (stereo not given)

# 24 compounds from above, ordered by formula weight, descending.
TNAP inh Pi	TNAP pNPP inh	compound
-22	0	OCCN(CCO)c1nc(N2CCCCC2)c2nc(N(CCO)CCO)nc(N3CCCCC3)c2n1
13	4	COc1cc(C(=O)N(CCCO)Cc2cc3ccc(C)c(C)c3[nH]c2=O)cc(OC)c1OC
13	3	CCOC(=O)Cn1c(=O)c2c(nc3n2CCCCN3c2ccc(OCC)cc2)n(C)c1=O
3	1	CC(C)CC(=O)N=C1SC2CS(=O)(=O)CC2N1CCc1ccccc1 (stereo not given)
13	5	COCCN1CCn2c(nc3cc(NC(=O)c4ccc(OC)cc4)ccc32)C1
9	4	CC(=O)OCC(=O)[C@H]1CC[C@H]2[C@@H]3CC=C4C[C@@H](O)CC[C@]4(C)[C@H]3CC[C@]12C
9	5	COC(=O)C1=C(C)N=C2SC(C)C(=O)N2C1/C=C/c1ccccc1OC (stereo not given)
6	2	CCOC(=O)CNC(=O)COc1ccc(Cl)cc1Br
7	0	O=C1CC(SCCO)C(=O)N1c1ccc(Oc2ccccc2)cc1 (stereo not given)
6	2	Cc1noc(C)c1COC(=O)c1cc2c3ccccc3n(C)c2s1
7	0	O=c1c2[nH]c3ccc(F)cc3c2ncn1CCCN1CCOCC1
15	0	Cc1cc(C)n(-c2nnc3n2N=C(c2ccccc2)CS3)n1
3	0	NC(=O)CNC(=O)C1CCCc2c1[nH]c1ccc(Cl)cc21 (stereo not given)
5	-2	Cc1cnc(-c2nnc(N(C)C(=O)C3CCCO3)s2)cn1 (stereo not given)
0	0	COC(=O)c1ccc(CN(C(C)=O)c2ccccc2)o1
15	5	COCCNS(=O)(=O)c1ccc(SC)cc1
5	0	CCn1c(NCc2cccs2)nc2ccccc21
1	-2	CCCCCCC(=O)Nc1ccc(Cl)cn1
0	0	CCCCN(CC)C(=O)c1cccc(Cl)c1
-3	6	Nc1nc2c(ncn2COCCO)c(=O)[nH]1
5	0	Cc1nc(-c2ccc(C(=O)O)cc2)cs1
7	-1	CCCCn1c(C(C)O)nc2ccccc21 (stereo not given)
6	5	Cc1ccc(C(=O)NCC(C)(C)O)cc1
-16	-1	Cc1nc2ccccc2cc1O

# (list continues)
TNAP inh Pi	TNAP pNPP inh	compound
-5	-6	CC(C(=O)O)N1C(=O)c2cccc3cccc1c23 (stereo not given)
0	3	O=C(CCN1C(=O)c2ccccc2C1=O)Nc1sc2c(c1C(=O)NCc1ccco1)CCCC2
10	7	CCCN1C2CCCC1CC(NC(=O)c1ccccc1OCC)C2 (stereo not given)
14	2	Cc1nn(C)c(N)c1C(O)(c1nccn1C)C(F)(F)F (stereo not given)
4	1	O=C(Nc1sccc1C(=O)N1CCOCC1)c1cccnc1
10	0	O=C(OCCCN1CCCCC1)c1ccc(O)cc1
7	4	Cc1sc2ncnc(NCCCn3ccnc3)c2c1C
7	5	CCOC(=O)C1=C(C)NC(=O)NC1c1ccoc1 (stereo not given)
-1	2	Cc1ccc(O)c(C(=O)CC(=O)c2cccc(F)c2)c1
6	2	O=C(O)CCC1=C2c3ccccc3CCN2C(=O)CC1
6	2	Cc1ccc(NC(=O)NC2CCN(CC(=O)Nc3nccs3)CC2)cc1
9	4	COc1cc2c(cc1OC)C1Cc3ccc(OC)c(OC)c3CN1CC2 (stereo not given)
8	5	CCOC(=O)Cc1csc(NC(=O)c2ccoc2C)n1
11	4	COc1ccc(-c2nn3c(-c4ccccn4)nnc3s2)cc1OC
4	2	Clc1ccc2[nH]c3c(NCCN4CCOCC4)ncnc3c2c1
16	4	O=C(N1CCCCCC1)N1CCN(C(=O)N2CCCCC2)CC1
-8	-1	Cc1sc(NC(=O)CCCC(=O)O)c(C#N)c1C
11	7	CCc1nnc(NC(=O)C2CC(=O)N(c3ccc(C)cc3)C2)s1 (stereo not given)
8	3	O=C(Cc1ccc(Cl)cc1)NCCN1CCCC1
13	6	Cc1ccc(C)c(NC(=O)c2ccccc2O)c1
3	6	COc1ccccc1OCCn1c(CO)nc2ccccc21
14	1	CCC1CCCCN1C(=O)Nc1ccc(F)cc1 (stereo not given)
6	4	CCCc1nc(N)c(C#N)c(-c2ccco2)c1CC
3	1	Cc1ccc(S(=O)(=O)Nc2nncs2)cc1
6	4	O=C(Nc1cc(N2CCOCC2)ncn1)Nc1cccc2ccccc12
11	6	CC(=O)Nc1ccc(S(=O)(=O)N2CCCC2C(=O)O)cc1 (stereo not given)
10	5	CCOC(=O)Cc1cc(=O)n2[nH]c(C)c(-c3ccccc3)c2n1
-6	-9	Cc1cccc(NC(=O)CSc2nnc(CCCCCNC(=O)OC(C)(C)C)o2)c1C
5	6	O=C(CC(c1ccccc1O)N1CCCCC1)N1CCCCC1 (stereo not given)
2	-9	Cc1cc(NC(=O)c2cc(-c3ccccc3)on2)n(-c2ccccc2)n1
7	3	COC(=O)CSc1nc2cc3c(cc2cc1C#N)OCO3
7	8	Cc1sc2nc(C3CC3)nc(N3CCN(S(=O)(=O)c4ccc(F)cc4)CC3)c2c1C
2	4	Cc1[nH]nc(-c2ccc(O)cc2O)c1Oc1ccccc1
6	2	Cc1cc(C(=O)O)c(CSc2ncn[nH]2)o1
14	7	COc1ccc(CN(CCCN2CCOCC2)C(=O)Nc2cccc(Cl)c2)cc1OC
11	3	O=C(Nc1ccc(NC(=O)C23CC4CC(CC(C4)C2)C3)cn1)c1ccco1
2	6	O=CN1Cc2[nH]c3ccccc3c2N(c2ccc(Cl)cc2)C1=O
8	4	O=C(Cn1nnc(-c2ccccc2)n1)N1CCN(S(=O)(=O)c2ccc(Cl)cc2)CC1
7	3	COc1ccc(C2NC(=O)NC(C)=C2C(=O)Nc2cc(C)ccc2C)cc1OC (stereo not given)
7	2	Cc1nnc(SCC(=O)Nc2ccccc2NC(=O)CSc2nnc(C)s2)s1
8	-2	C=CCNC(=O)C1CC(=O)N(c2ccc(OCC(=O)Nc3cccc(OC)c3)cc2)C1 (stereo not given)
12	1	CCN1C(=O)/C(=C2/Sc3ccc(OC)cc3N2C)SC1=Nc1cccc(O)c1
6	1	COC(=O)c1cc(OC)c(OC)cc1NC(=O)C1CCCO1 (stereo not given)
10	5	CCOC(=O)C1=C(C)NC(C)=C(C(=O)OC)C1c1cccc([N+](=O)[O-])c1 (stereo not given)
9	4	O=C(Nc1ccc2c(c1)CCC2)C1CCCO1 (stereo not given)
4	0	Cc1ccc(S(=O)(=O)N(C)c2nonc2C)cc1
11	6	Cc1cc(NC(=O)Cn2nc(C(F)(F)F)c3c2CCCC3)no1
8	3	Cc1cc(N2CCN(c3ccccc3)CC2)n2c(n1)nc1ccccc12
2	-7	O=C(NCCN1CCOCC1)c1cn(CCc2ccccc2)nn1
3	-3	Cc1cc(C(=O)Nc2ccc3c(c2)OCCO3)co1

# (cont.)
TNAP inh Pi	TNAP pNPP inh	compound
4	-5	c1ccc(-c2ccc(OCCOCCn3cncn3)cc2)cc1
8	3	CC(C)(C)NCc1cc2ccccc2[nH]c1=O
11	8	Cn1c(=O)n(-c2cccc(Cl)c2)c(=O)n1C
8	3	Cc1ccc(Cn2c(SCC(=O)Nc3cccc(C)n3)nc3c2c(=O)n(C)c(=O)n3C)cc1
-4	4	CCn1c(SCC(=O)Nc2cc(NC(C)=O)ccc2OC)nnc1-c1ccncc1
2	-1	CC12CCC(c3c(C(=O)O)nn(-c4ccccc4)c31)C2(C)C (stereo not given)
-2	-1	CC1=C(C(=O)Nc2ccccc2)C(c2cccs2)n2nnnc2N1 (stereo not given)
11	8	COc1ccc(-c2nnc(NC(=O)c3cc(C)on3)s2)cc1
1	4	NC(=O)CNC1CC(=O)N(CCc2ccccc2)C1=O (stereo not given)
-3	-1	CCN(CC)c1ccc2oc(=O)c(C)nc2c1
0	6	CC(C)C(=O)Nc1cccc(C(=O)NCCc2ccc(S(N)(=O)=O)cc2)c1
15	1	Cc1csc(NC(=O)CN2CCCCCC2)n1
10	2	O=C(O)CSCC(=O)Nc1ccc(S(=O)(=O)N2CCCCC2)cc1
19	1	CCn1c(SCc2nc(-c3ccc(OC)c(OC)c3)no2)nnc1-c1cccs1
9	7	O=C(OCC1CCCN2CCCCC12)c1ccc2c(c1)OCO2 (stereo not given)
-9	5	O=C(O)CCNC(=O)c1ccc(Br)o1
-18	1	COc1ccc2[nH]c(=O)c(CN(C)C(=O)c3ccncc3)cc2c1
-16	3	Cc1c(NC(=O)c2ccc(=O)oc2)c(=O)n(-c2ccccc2)n1C
-6	5	C=CCN(Cc1cc(OC)ccc1OC)S(=O)(=O)N(C)C
7	5	CCCn1nnnc1NCc1cccn1C
8	3	O=C1CC(c2ccccc2)C(=O)N1c1cccc(O)c1 (stereo not given)
14	4	CC(C)Cn1c(N)c(C(=O)COC(=O)c2ccc3ccccc3n2)c(=O)n(C)c1=O
10	6	CCOC(=O)c1sc(C)c2c1NC1(CCCCC1)NC2=O
12	6	CC(=O)Nc1c(O)nc(SCC(=O)N2CCN(c3ccc(F)cc3)CC2)[nH]c1=O
0	0	Cc1noc(C)c1C(=O)NCCCc1ccccc1
16	6	CC1CC(C)(C)NC(=O)O1 (stereo not given)
7	2	O=S(=O)(NC1CCCC1)c1cccc(S(=O)(=O)N2CCC(n3nnc4ccccc43)CC2)c1
-20	0	Cn1c(-c2ccccc2)cc2c3no[n+]([O-])c3ccc21
6	0	CCN1CCN(c2nc3c(C)cccn3c(=O)c2/C=C(\C#N)S(=O)(=O)c2ccc(C)cc2)CC1
12	2	CCCCCCn1c(SCCC)nc2c1c(=O)[nH]c(=O)n2C
13	8	COc1cccc(NC(=O)c2ccccc2-c2nc(-c3ccccc3)no2)c1
-20	4	C=CCOc1c(Cl)cc(C2NC(=O)NC(C)=C2C(=O)OC)cc1Cl (stereo not given)
5	-1	COc1cc(C(O)P(=O)(OC(C)C)c2ccc(N(C)C)cc2)cc(OC)c1OC (stereo not given)

# Laid out differently: entries from further up.
molecule,TNAP inh Pi,TNAP pNPP inh
C=CCOc1c(Cl)cc(C2NC(=O)NC(C)=C2C(=O)OC)cc1Cl (stereo not given),-20,4
COc1cc(C(O)P(=O)(OC(C)C)c2ccc(N(C)C)cc2)cc(OC)c1OC (stereo not given),5,-1
